From PubChem
TRb-SRC2 inh: TRbeta-SRC2 interaction inhibition | 0.065% of 280,000 active | AID 1469 | Potency, µM (doses to about 106 µM), for the others: top-dose activity change, negative = inhibition, actives largely listed as inhibitors | TRbeta-SRC2 peptide binding, fluorescence polarization; receptor liganded with 1 µM T3 | P10828;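 note: plate controls were bound peptide for no effect and peptide without receptor for full effect; nearly all actives have a fitted effect of over 50% in size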
Target sequence (P10828 whole entry, looked up): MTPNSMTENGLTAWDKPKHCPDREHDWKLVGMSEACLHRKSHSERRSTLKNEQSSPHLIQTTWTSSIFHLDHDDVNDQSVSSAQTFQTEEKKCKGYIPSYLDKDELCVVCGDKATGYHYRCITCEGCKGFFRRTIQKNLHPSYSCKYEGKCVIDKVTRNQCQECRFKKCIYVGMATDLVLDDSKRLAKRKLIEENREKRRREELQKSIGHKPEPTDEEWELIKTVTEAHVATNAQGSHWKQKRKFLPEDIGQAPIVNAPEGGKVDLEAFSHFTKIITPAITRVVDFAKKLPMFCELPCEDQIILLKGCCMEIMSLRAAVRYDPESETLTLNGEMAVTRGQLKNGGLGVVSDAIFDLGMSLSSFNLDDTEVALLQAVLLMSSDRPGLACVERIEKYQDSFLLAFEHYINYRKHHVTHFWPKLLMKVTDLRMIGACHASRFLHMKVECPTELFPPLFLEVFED
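Human TRb ligand-binding domain (0.6 uM) is mixed with 20 nM Texas Red SRC2 peptide and 1 uM T3; after compound addition and 5 hr at ambient temperature, polarization is measured and normalized to unbound and bound controls.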
Tau FP inhib: tau fibrillization inhibition (FP); P10636; Potency, µM (highest dose often 57.7 µM), for inactives: top-dose activity, negative = inhibition, usual class: inhibitors; K18 P301L tau heparin fibrillization, Alexa594 FP, 6 h; AID 1468; 0.39% of 280,000 active; note: % is set by controls: 0 for no effect and ±100 for the full control effect; nearly all actives have a fitted effect of over 55% in size
Target sequence (P10636 561-689 P618L limits assumed): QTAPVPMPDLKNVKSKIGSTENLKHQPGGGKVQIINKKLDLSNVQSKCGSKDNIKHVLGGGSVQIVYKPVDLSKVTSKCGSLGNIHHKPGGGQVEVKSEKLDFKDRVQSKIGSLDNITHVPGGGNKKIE
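Human tau K18 […] P301L fragment, 15 uM unlabeled plus 0.24 uM Alexa 594-labeled tau (final), with compound and 20 uM heparin in 100 mM sodium acetate pH 7; 6 hr at 37 C, then Alexa 594 FP read.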
HTT ATP protect: protects HTT-Q103 PC12 cells, measured by ATP | Potency, µM (doses to about 56.4 µM), inactives show cytoprotection (ATP increase), most hits filed as activators | PC12 HTT-Q103 induced, cytoprotection, ATP luminescence, 40 h | AID 1471 | 0.14% of 230,000 active;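 note: % of control where 0% means no effect; nearly all actives have a fitted effect of over 45% in size; toxic huntingtin expression switched on by the ecdysone agonist tebufenozide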
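PC12 cells stably carrying ecdysone-inducible Htt exon 1 (Q103)–GFP were induced with 100 nM tebufenozide (final) alongside library compounds in a dose series. Cytoprotection was scored as retained ATP by ATPlite luminescence.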
L3MBTL1 block: blocks human L3MBTL1; Q9Y468; AlphaScreen L3MBTL1–H3K9me1 peptide binding; Potency, µM (highest dose often 57.1 µM), for the others: top-dose activity, negative = inhibition, usual class: inhibitors; 0.66% of 230,000 active; AID 485360; note: % is set by controls: 0 for no effect and ±100 for the full control effect; nearly all actives have a fitted effect of over 60% in size
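Displacement of a biotinylated histone H3(1-15) peptide monomethylated at Lys9 (75 nM) from L3MBTL1 (50 nM) was measured by AlphaScreen after a 30 min room-temperature compound incubation; cefsulodin titration served as intraplate control.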
Tau ThT inhib: tau fibrillization inhibition (ThT binding). P10636. Potency, µM (series often up to 57.4 µM), without a hit: at the highest dose activity, negative = inhibition, most hits filed as inhibitors. 2.1% of 270,000 active. recombinant tau K18 P301L, heparin-induced fibrillization, ThT fluorescence; note: % is set by controls: 0 for no effect and ±100 for the full control effect; nearly all actives have a fitted effect of over 55% in size
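Heparin-induced (20 uM) aggregation of recombinant human K18 P301L tau, 15 uM unlabeled with 0.24 uM labeled, pH 7 acetate buffer, 6 hr at 37 C with compound. Fibrils quantified by 30 uM ThT fluorescence after 1 hr ambient incubation.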
Tau fluor cs: counter-screen for tau fibril formation inhibitors. tau K18 P301L (four-repeat tau fragment) Alexa594 fluorescence, heparin fibrillization. Potency, µM (series often up to 57.7 µM), inactives show at the top dose activity change, negative = decrease. 0.93% of 280,000 active; note: % is set by controls: 0 for no effect and ±100 for the full control effect; nearly all actives have a fitted effect of over 55% in size
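Human K18 P301L tau (15 uM unlabeled plus 0.24 uM Alexa 594-labeled, final) in 100 mM sodium acetate pH 7 was mixed with compound and 20 uM heparin and incubated 6 hr at 37 C.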
RECQ1 inh: blocks DNA unwinding by human RECQ1; Potency, µM (titrated, usually from 57.3 µM), for inactives: top-dose activity, negative = inhibition, usual class: inhibitors; P46063; RECQ1 DNA unwinding, red fluorescence kinetic read; 0.54% of 240,000 active;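 note: plate controls were vehicle for no effect and no enzyme for full effect; nearly all actives have a fitted effect of over 30% in size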
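RECQ1T1 50 nM; forked duplex (20 bp + 30-nt ss tails) 200 nM, ATP 2 mM final; pH 8.0, 2 mM MgCl2, 2.5 ug/ml poly(dI-dC); 15 min compound preincubation; discontinuous kinetic read over 2 h at RT.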
TexasRed fluor: alters Texas Red total fluorescence, flagging assay interference; 0.29% of 280,000 active; TRb/SRC2 Texas Red total fluorescence interference; Potency, µM (doses to about 106 µM), without a hit: top-dose fluorescence change, negative = quenching; active = well fitted curve in either direction with a large enough effect; inconclusive = small, poorly fitted or top-dose-only effect; note: % is set by controls: 0 for no effect and ±100 for the full control effect
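Human TRβ ligand-binding domain (0.6 uM) and Texas Red SRC2 peptide (20 nM) in Tris buffer with 1 uM T3 and 5% DMSO were incubated with pinned compound for 5 hr at ambient temperature. Total fluorescence was computed as S + 2P (555/632 nm).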
* = called active by the depositor; i = inactive; ? = inconclusive; . = not tested or not shown; [ ] = remark or other dose. Unless noted, calls come from the whole dose curve; as a rule, active = well fitted curve in the direction sought with a large enough effect; inconclusive = small, poorly fitted or top-dose-only effect, or another doubt; inactive = no such curve, though single readings can be large; an effect the other way counts as inactive or inconclusive. Potency is the fitted concentration of half-maximal effect.

SMILES,TRb-SRC2 inh,Tau FP inhib,HTT ATP protect,L3MBTL1 block,Tau ThT inhib,Tau fluor cs,RECQ1 inh,TexasRed fluor
Cc1ccccc1-n1c([C@@H]2C[C@H]2c2ccccc2)n[nH]c1=S,-10%,3%,7%[10 µM],-4%,-16%,-12%,-4%,-2%
O=C(NCCN1C(=O)C2C3C=CC(C3)C2C1=O)Nc1ccccc1O (centres undefined),-4%,4%,-20%,.,-13%,-4%,-7%,-2%
CCOC(=O)C(CSCC(=O)c1ccc(Cl)cc1Cl)NC(=O)OC(C)(C)C (centres undefined),-22%,-1%,9%,.,?,-13%,0%,-3%
CCc1ccc(N(CC)C(=O)c2sc3nc4n(c(=O)c3c2C)CCCC4)cc1,3%,-9%,.,.,-18%,-20%,.,-10%
Cc1cc2c3nonc3ccc2n1C,4%,-5%,-2%[0.074 µM],20%,-8%,-2%,11%,-2%
N/C(=N\OC(=O)COc1ccc(Br)cc1)c1cccnc1,-1%,-5%,-2%[10 µM],10%,?,-9%,i,-2%
CCc1nnc(NC(=O)C2CCCCN2S(=O)(=O)c2ccccc2)s1 (centres undefined),0%,1%,-3%[10 µM],5%,-5%,-6%,i,-2%
COc1ccc(C2N(Cc3ccccc3)CCN2Cc2ccccc2)cc1[N+](=O)[O-],3%,5%,-5%,-15%,-9%,-6%,i,0%
Cn1nc(C(=O)OCC(=O)Nc2sccc2C(N)=O)c2ccccc2c1=O,-3%,0%,9%[10 µM],-15%,-12%,-18%,-3%,-2%
Brc1ccc(-c2cn3nc4c(nc3n2)CCCC4)cc1,-19%,?,-24%,.,18µM*,?,i,-2%
O=C(NNC(=O)c1ccccc1[N+](=O)[O-])c1ccccn1,-1%,2%,-13%[10 µM],21%,5%,-4%,10%,-4%
O=C(Nc1ccc2oc(-c3ccccc3)nc2c1)C1CCCO1 (centres undefined),-2%,-3%,.,3%,-15%,-12%,-5%,-5%
Cc1ccc(NC(=O)N2CCCCC2)cc1NC(=O)N1CCCCC1,-3%,-5%,2%[10 µM],1%,-2%,-6%,-7%,0%
Cc1ccc(CNC(=O)C2=NNC(=O)CC2)cc1,3%,7%,.,8%,-5%,-1%,-2%,-6%
O=C(O)/C=C/C(=O)N1Cc2cc3ccccc3nc2C1,5%,-5%,-8%[10 µM],?,-16%,-12%,?,0%
O=C1C2C(c3ccccc3)CC=CC2[C@H](c2cccc([N+](=O)[O-])c2)N1Cc1ccccc1 (some centres undefined),-6%,-6%,-4%[10 µM],.,?,-20%,i,-1%
O=C(COc1ccccc1)NCC(c1ccc(Cl)cc1)N1CCOCC1 (centres undefined),-1%,7%,.,.,-3%,-7%,.,?
COc1ccccc1NC(=O)c1cc2c(=O)n(Cc3cccs3)ccc2nc1C,3%,0%,.,.,-7%,-13%,.,0%
CC(=O)OC1=C(C(C)=O)N(Cc2ccccc2)S(=O)(=O)c2ccccc21,-1%,-9%,.,.,?,-7%,.,8%
Cc1ccc(C2N(C)c3ccccc3-c3nc4ccccc4n32)o1 (centres undefined),4%,6%,-3%,.,-23%,-26%,-9%,-4%
O=C(CSc1nc2ccccc2[nH]1)Nc1cccc(S(=O)(=O)N2CCOCC2)c1,1%,-8%,17%,.,-7%,-30%,-5%,-1%
O=C(O)CSc1nnc(COc2cccc3cccnc23)n1-c1ccc(Cl)cc1,-6%[53 µM],-2%,10%[10 µM],6%,-2%,3%,-9%,-1%[53 µM]
CCN(CC)CCN1C(=O)C(=O)/C(=C(/O)c2c(C)[nH]c(C(=O)OC)c2C)C1c1ccccc1OC (centres undefined),-8%,-1%,-4%[0.074 µM],-7%,-12%,6%,-6%,1%
Cc1cc(Nc2cccc(C(F)(F)F)c2)nc2ccc(NC(=O)c3ccc(=O)[nH]c3)cc12,8%,1%,.,.,?,3.5µM*[quencher],.,-22%
CN1C(=O)N(C)C2(c3ccccc3)Nn3c(s/c(=C/c4ccccc4)c3=O)=NC12c1ccccc1 (centres undefined),9%,-1%,10%[10 µM],.,-8%,-9%,-3%,0%
COc1cc(OC)c(NC(=O)Nc2ccc3c(c2)N(C)C(=O)c2ccccc2S3)cc1Cl,1%,5%,.,.,?,-25%,.,-3%
CCCNC(=O)C/C(C)=N/NC(=O)C(=O)Nc1ccccn1,-5%,-9%,25%[10 µM],14%,-22%,-14%,-2%,1%
Cc1cc(C)cc(NC(=O)COCc2cc(-c3ccc4c(c3)OCO4)on2)c1,0%,3%,.,.,10%,8%,.,7%
CCN(CC)C(=O)CN(c1ccc(F)c(Cl)c1)S(C)(=O)=O,-2%,0%,8%[0.074 µM],4%,-7%,0%,-2%,-2%
O=C(Nc1ccccc1)N(Cc1ccc(Cl)cc1)CC(O)C(F)(F)F (centres undefined),5%,-3%,-15%,?,-5%,-12%,-2%,0%
Fc1ccc2nc(Nc3nc4cc5c(cc4s3)OCO5)sc2c1,-2%,?,-2%[10 µM],8%,?,3.5µM*[quencher],4%,0%
CCOc1cc(CNC(=O)c2sc3ncnc(N(C)C4CCCCC4)c3c2C)ccc1OC,4%,2%,.,.,-1%,-3%,.,0%
CCN(CC(=O)c1c(N)n(C)c(=O)n(C)c1=O)c1cccc2ccccc12,0%,?,-19%[10 µM],-8%,-6%,?,-16%,-1%
COc1ccc(C2CC2C(=O)c2ccccn2)cc1 (centres undefined),2%,?,-21%,8%,-6%,-7%,0%,-4%
CCOc1cc(S(=O)(=O)N(CC)CC)ccc1Br,-11%,-7%,-19%[0.074 µM],.,-1%,-5%,-7%,-2%
COc1ccc(Cl)cc1C(=O)Nn1c(C)nc2ccccc2c1=O,2%,2%,-24%,3%,-11%,3%,i,-1%
CC(Oc1ccccc1)C(=O)N1CCN=C1SCc1ccccc1F (centres undefined),9%,-1%,5%[10 µM],18%,-15%,-15%,i,-2%
COc1ccc(S(=O)(=O)Nc2cc(-c3cn4ccccc4n3)ccc2C)cc1,2%,?,.,.,2%,-5%,.,-1%
CCOC(=O)CSc1nc2sc3c(c2c(=O)n1-c1ccccc1)CC(C(C)C)OC3 (centres undefined),-17%,-2%,.,.,?,-12%,.,?
O=C(CN1CCCCC1CO)c1ccc(OC(F)F)cc1 (centres undefined),-3%,4%,-30%,-31%,-3%,0%,2%,0%
Nc1c(C(=O)N2CCCC2)sc2nc(-c3ccccc3)ccc12,-8%,6%,-14%[10 µM],39%[activator],?,?,-6%,-3%
CCC1(CC)Nc2ccccc2C(=O)N1c1ccc(OC)cc1,2%,4%,-6%[10 µM],2%,-7%,0%,-6%,-2%
COc1ccc2cc(C(=O)OC(C)C)sc(=O)c2c1OC,7%,-5%,17%[10 µM],12%,-17%,-15%,-6%,0%
Cc1ccc(C(C(=O)NC2CCCC2)N2CCc3ccccc32)cc1 (centres undefined),-17%,3%,-4%,.,-7%,-7%,-1%,-1%
CCn1c(O)c(C2=NCCCC2)c2ccccc21,0%,1%,3%,-7%,-2%,0%,-6%,-1%
CCCc1[nH]n(-c2nc3ccccc3s2)c(=O)c1C=NCC(C)C,-29%,4%,-40%[inhibitor],.,-9%,-6%,i,2%
CCC(=O)N1CCc2cc(Br)cc(S(=O)(=O)Nc3ccc(C)cc3C)c21,-4%,-13%,.,.,3%,3%,.,1%
COc1cc(-c2nnc(SCC(=O)OC3CCCCC3)o2)cc(OC)c1OC,-1%,7%,-1%[10 µM],.,?,-15%,i,-3%
COc1cc2c(cc1Cl)/C(=C\CCN(C)C)c1ccccc1S2,8%,3%,18%[10 µM],-12%,-12%,-1%,i,-1%
COc1ccc(CNC(=O)c2c([S-])n(-c3ccc(C)cc3)c3cccc[n+]23)cc1,-6%,4%,-30%[inhibitor],?,-11%,-25%,-2%,-2%

8 structures already listed, sorted by length of the SMILES, largest number first:
SMILES,TRb-SRC2 inh,Tau FP inhib,HTT ATP protect,L3MBTL1 block,Tau ThT inhib,Tau fluor cs,RECQ1 inh,TexasRed fluor
COc1ccc(CNC(=O)c2c([S-])n(-c3ccc(C)cc3)c3cccc[n+]23)cc1,-6%,4%,-30%[inhibitor],?,-11%,-25%,-2%,-2%
CCC(=O)N1CCc2cc(Br)cc(S(=O)(=O)Nc3ccc(C)cc3C)c21,-4%,-13%,.,.,3%,3%,.,1%
COc1ccc(S(=O)(=O)Nc2cc(-c3cn4ccccc4n3)ccc2C)cc1,2%,?,.,.,2%,-5%,.,-1%
COc1cc(-c2nnc(SCC(=O)OC3CCCCC3)o2)cc(OC)c1OC,-1%,7%,-1%[10 µM],.,?,-15%,i,-3%
COc1cc2c(cc1Cl)/C(=C\CCN(C)C)c1ccccc1S2,8%,3%,18%[10 µM],-12%,-12%,-1%,i,-1%
COc1ccc2cc(C(=O)OC(C)C)sc(=O)c2c1OC,7%,-5%,17%[10 µM],12%,-17%,-15%,-6%,0%
O=C(CN1CCCCC1CO)c1ccc(OC(F)F)cc1 (centres undefined),-3%,4%,-30%,-31%,-3%,0%,2%,0%
CCn1c(O)c(C2=NCCCC2)c2ccccc21,0%,1%,3%,-7%,-2%,0%,-6%,-1%

Only part of the results is shown; count on the stated rates, not on these rows.
